From PubChem BioAssay
GLP1R cytotox: cytotoxic in the GLP-1 receptor inverse agonist counter-screen | 0.13% of 410,000 active | HEK293 cAMP-luciferase reporter cells, luminescence, 24 h | AID 624418 | Potency, µM (top dose mostly 38.3 µM), inactives show at the top dose activity change, negative = inhibition, most hits filed as inhibitors;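 also: loss of luciferase light is scored as toxicity; potency is read from the fitted curve at half-maximal effect; % is scaled to controls: 0 for no effect and ±100 for the full control effect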
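Compound-treated cells are incubated 24 hr at 37 deg C under 5% CO2 after a 12 hour attachment period, then luciferase detection reagent is added and luminescence is measured following 12 min at room temperature; lowered signal indicates toxicity.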
GLP-1R inv ag: acts as inverse agonist at human GLP-1 receptor; P43220; HEK293 GLP-1R CRE-luciferase, luminescence, 24 h; GLP-1R form is constitutively active; Potency, µM (titrated, usually from 38.3 µM), inactives show at the highest dose activity change, negative = inhibition, most hits filed as inhibitors; 1.6% of 410,000 active; AID 624417; also: potency is read from the fitted curve at half-maximal effect; % is scaled to controls: 0 for no effect and ±100 for the full control effect; nearly all actives have a fitted effect of over 55% in size
Target sequence (P43220 whole entry, looked up): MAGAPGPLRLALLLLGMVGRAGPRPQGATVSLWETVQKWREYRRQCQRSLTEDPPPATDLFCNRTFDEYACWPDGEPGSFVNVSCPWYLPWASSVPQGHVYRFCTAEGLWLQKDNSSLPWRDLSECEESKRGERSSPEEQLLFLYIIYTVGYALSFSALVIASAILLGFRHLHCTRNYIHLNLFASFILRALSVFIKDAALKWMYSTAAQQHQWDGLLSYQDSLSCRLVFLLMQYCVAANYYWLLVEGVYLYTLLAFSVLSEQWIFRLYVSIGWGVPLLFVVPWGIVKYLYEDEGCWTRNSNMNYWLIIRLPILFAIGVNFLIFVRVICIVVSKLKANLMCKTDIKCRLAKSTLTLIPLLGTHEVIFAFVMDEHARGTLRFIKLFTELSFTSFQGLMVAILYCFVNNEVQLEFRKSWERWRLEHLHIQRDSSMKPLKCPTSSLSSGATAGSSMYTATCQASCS
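GLP-1R inverse agonism mode: basal reporter luminescence in engineered HEK293 cells measured after one day of compound exposure at 37 deg C, with a 12 min room-temperature detection step.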
DRD3 agonist: agonists of human D3 dopamine receptor | D3R DiscoveRx beta-arrestin cells, luminescence, 90 min | P35462 | 0.58% of 410,000 active | max activation, % | AID 652048; in the data active = max activation above about 30%; also: 0% is about no effect; mostly tested at two doses, the higher about 12 µM
Target sequence (P35462 whole entry, looked up): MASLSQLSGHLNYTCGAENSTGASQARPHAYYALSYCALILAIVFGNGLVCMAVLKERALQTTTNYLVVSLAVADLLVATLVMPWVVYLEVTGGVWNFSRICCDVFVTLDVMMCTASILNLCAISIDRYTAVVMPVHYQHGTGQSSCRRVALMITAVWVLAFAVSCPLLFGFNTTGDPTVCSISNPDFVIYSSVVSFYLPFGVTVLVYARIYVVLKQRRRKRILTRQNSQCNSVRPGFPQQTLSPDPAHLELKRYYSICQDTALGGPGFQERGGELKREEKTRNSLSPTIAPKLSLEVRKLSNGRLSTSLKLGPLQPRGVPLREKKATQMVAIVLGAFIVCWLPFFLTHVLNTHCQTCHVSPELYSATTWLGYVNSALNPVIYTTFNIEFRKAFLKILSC
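Agonist mode: compounds and dopamine controls were applied to plated cells for 90 min at 37 degrees C after an overnight attachment at 1500 cells/well. Luminescent read-out followed 30 - 60 minutes at room temperature with DiscoveRx detection reagent.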
* = called active by the depositor; ? = inconclusive; [ ] = dose if it differs, or a comment. Unless noted, calls follow the shape of the dose curve; as a rule, active = well fitted curve in the direction sought with a large enough effect; inconclusive = small, poorly fitted or top-dose-only effect, or another doubt; inactive = no such curve, though single readings can be large; an effect the other way counts as inactive or inconclusive.

[1] COc1ccc(N2CCN(Cc3nc(-c4ccc(C)cc4)no3)CC2)cc1
[2] CCC(=O)N1CCc2cc(Br)cc(S(=O)(=O)N3CCC(C(=O)Nc4ccccc4CC)CC3)c21
[3] Fc1ccc(-c2noc3ncnc(N4CCCCC4)c23)cc1
[4] C#CCn1c(=NC(=O)c2ccc3c(c2)OCCO3)sc2cc(OC)c(OC)cc21
[5] CC(=O)c1ccc(NC(=O)COc2ccccc2-c2nc(-c3cccc(C)c3)no2)cc1
[6] O=C(Nc1ccc2nc(SCC(=O)N3CCCC3)sc2c1)c1cccc(F)c1
[7] O=C(/C=C/c1ccccc1)N1CCN(Cc2cc(=O)n3nc(-c4ccccc4Cl)sc3n2)CC1
[8] COc1cccc(C(=O)N2CCc3c([nH]c4ccccc34)C2c2ccc(SC)cc2)c1 (configuration not stated)

compound no. | 1 | 2 | 3 | 4 | 5 | 6 | 7 | 8
GLP1R cytotox | 0% | 4% | 0% | -4% | 5% | -14% | -9% | -13%
GLP-1R inv ag | -3% | 1% | -24% | 3% | 2% | 11% | -7% | 7.9µM*
DRD3 agonist | -10 | 3 | -10 | -6 | 4 | -12 | 0 | -16

[9] CC1CCC(NC(=O)c2ccc(CSc3nc4ccncc4n3Cc3ccc(F)cc3)cc2)CC1 (configuration not stated)
[10] CC(=O)Nc1ccc(NC(=O)c2nc(S(=O)(=O)Cc3ccc(F)cc3)ncc2Cl)cc1
[11] COc1cc(OC)c(NC(=O)c2cc(CN3CCOCC3)on2)cc1Cl
[12] COc1ccc(OC)c(CNC(=O)Cc2ccc(NC(=O)N3CCCCc4ccccc43)cc2)c1
[13] COc1ccc(C(=O)Oc2ccc(C(c3c(C)[nH][nH]c3=O)c3c(C)[nH][nH]c3=O)cc2OC)cc1
[14] Cc1cc(N2CCN(c3cccc(C)c3C)CC2)n2cnnc2n1
[15] Cc1ccc(C)c(NC(=O)c2cc(S(=O)(=O)NCCC3=CCCCC3)ccc2F)c1
[16] COc1ccc(CNC(=O)c2ccc3c(c2)nc2n3CCCCC2)cc1

compound no. | 9 | 10 | 11 | 12 | 13 | 14 | 15 | 16
GLP1R cytotox | -9% | ? | 2% | -1% | 2% | 2% | 3% | -11%
GLP-1R inv ag | ? | ? | 6% | -25% | -7% | 10% | ? | 14%
DRD3 agonist | -17 | -24 | 8 | 3 | -12 | 9 | -12 | -16

[17] Cc1ccc(C)c(N2CCN(C(=O)CCS(=O)(=O)c3cc(Br)cc4c3N(C(=O)C3CC3)CC4)CC2)c1
[18] CC(=O)c1cccc(S(=O)(=O)NCCc2csc3nc(-c4ccc(F)cc4)nn23)c1
[19] O=c1[nH]c(SCc2ccc(Br)cc2)nc2c1CCCC2
[20] CCOc1ccc(NC(=O)CN(c2ccc(CC)cc2)S(=O)(=O)c2c(C)noc2C)cc1
[21] COc1ccc(/C=C/c2nc(C#N)c(N3CCCCCC3)o2)cc1OC
[22] O=C(Cn1cc(S(=O)(=O)N2CCCC2)c(S(=O)(=O)N2CCCC2)c1)Nc1cccc(F)c1
[23] COc1cccc(CNC(=O)Cn2c(=O)cc(C)c3c(C)nn(C)c32)c1OC
[24] COc1ccccc1CNC(=O)CCC1N=C2c3ccccc3N=C(SCC(=O)Nc3ccc(F)cc3)N2C1=O (configuration not stated)

compound no. | 17 | 18 | 19 | 20 | 21 | 22 | 23 | 24
GLP1R cytotox | -5% | -4% | -8% | 0% | 130%[activator] | 6% | 2% | -12%
GLP-1R inv ag | -5% | 1% | 8% | 15% | 8% | 1% | -25% | 0%
DRD3 agonist | 1 | -7 | 20 | 5 | 6 | -1 | 14 | -8

[25] O=C(Nc1ccc2nc(SCC(=O)N3CCCC3)sc2c1)c1ccccc1F
[26] Cc1oc2ccc(O)c(CN(C)Cc3ccccc3)c2c1C(=O)Nc1cccc(C(F)(F)F)c1
[27] CCc1ccc(NC(=O)CN2C(=O)C(c3ccc(C)cc3)=NC23CCCCC3)cc1
[28] CCCN(CCC)CCCNC(=O)Cn1ncc2c3ccccc3n(Cc3ccccc3F)c2c1=O
[29] Cc1cc(Cl)ccc1NC(=O)c1cc2ccccn2n1
[30] CCOC(=O)c1ccc(NC(=O)Cn2cc(S(=O)(=O)Cc3ccccc3F)c3ccccc32)cc1
[31] Cc1oc(-c2ccc(C(=O)NCc3cccc(F)c3)cc2)nc1COc1ccccc1
[32] CCN(C(=O)CN1C(=O)c2ccccc2Sc2ccc(C(=O)OC)cc21)c1cccc(C)c1

compound no. | 25 | 26 | 27 | 28 | 29 | 30 | 31 | 32
GLP1R cytotox | 3% | ? | 0% | -2% | -26% | -11% | -6% | 0%
GLP-1R inv ag | 11% | ? | 11µM* | -10% | -20% | -15% | 8% | 8%
DRD3 agonist | 8 | -13 | 2 | -8 | -17 | 2 | 8 | -4

Part of the list above, with each value named:
[26] Cc1oc2ccc(O)c(CN(C)Cc3ccccc3)c2c1C(=O)Nc1cccc(C(F)(F)F)c1
  GLP1R cytotox: ?
  GLP-1R inv ag: ?
  DRD3 agonist: -13

[29] Cc1cc(Cl)ccc1NC(=O)c1cc2ccccn2n1
  GLP1R cytotox: -26%
  GLP-1R inv ag: -20%
  DRD3 agonist: -17

[30] CCOC(=O)c1ccc(NC(=O)Cn2cc(S(=O)(=O)Cc3ccccc3F)c3ccccc32)cc1
  GLP1R cytotox: -11%
  GLP-1R inv ag: -15%
  DRD3 agonist: 2

Remaining list, next part:
[33] CC(=O)N1CCc2c(sc3nc(SCC(C)C)n(-c4ccc(C)c(Cl)c4)c(=O)c23)C1
[34] COc1ccccc1OC(C)C(=O)NCC1(N2CCOCC2)CCCCC1 (configuration not stated)
[35] Cc1ccc(-n2ncc(C(=O)NCCc3ccsc3)c2C2CCN(C(=O)OC(C)(C)C)CC2)cc1C
[36] CCc1nc2nc(C)cc(Nc3ccc(F)c(Cl)c3)n2n1
[37] COc1cccc(CNC(=O)CSc2nnc(C)c3c(C)n(-c4ccccc4)nc23)c1
[38] Cc1cccc(OCCSc2nnc(-c3cccs3)o2)c1
[39] CCOC(=O)c1c(C)c(C(=O)NCc2ccc(Cl)cc2)c(C)n1CC
[40] Cc1cc(C)cc(OCC(=O)Nc2ccc(-c3nc4ccccc4s3)cc2)c1

compound no. | 33 | 34 | 35 | 36 | 37 | 38 | 39 | 40
GLP1R cytotox | -2% | 2% | 0% | 17% | 1% | -5% | 6% | 1%
GLP-1R inv ag | ? | -11% | -2% | 9% | 8% | ? | -13% | -10%
DRD3 agonist | 5 | -14 | 3 | 10 | -11 | -23 | -15 | -9

[41] COc1ccc(Nc2ncnc3c2nc2n3CCCC2)cc1Cl
[42] CCCCNC(=O)Cn1c(=O)cc(C)c2c(C)nn(-c3cccc(Cl)c3C)c21
[43] CCCCOC(=O)c1ccc(NS(=O)(=O)c2c(C)nc3scc(C)n3c2=O)cc1
[44] COc1ccccc1CNc1nc2nc(C)c(Cl)c(C)n2n1
[45] CCN(CC)S(=O)(=O)c1ccc2c(c1)N(CC(=O)Nc1c(C)cc(C)cc1C)C(=O)CS2
[46] O=C(Nc1ccccc1C(F)(F)F)N1CCC2(CC1)Oc1ccccc1C(=O)N2Cc1ccccc1F
[47] Cc1nc2sccn2c(=O)c1S(=O)(=O)Nc1cc(Cl)ccc1O
[48] COc1ccc(NC(=O)N(C(C)C)C2CCN(C(C)=O)CC2)c(OC)c1

compound no. | 41 | 42 | 43 | 44 | 45 | 46 | 47 | 48
GLP1R cytotox | -7% | 2% | -4% | 2% | 0% | -8% | -7% | -2%
GLP-1R inv ag | 12% | -8% | -4% | 10% | -23% | -19% | -5% | -5%
DRD3 agonist | 1 | -12 | 36* | -18 | -2 | -3 | -1 | 3

Individual results from above:
For GLP1R cytotox, entry 43 shows -4%
For GLP1R cytotox, entry 47 shows -7%
For DRD3 agonist, entry 42 shows -12
For GLP1R cytotox, entry 45 shows 0%

Carrying on.
[49] O=C(CSc1ncc2c(n1)-c1ccccc1N(Cc1ccc(F)cc1)S2(=O)=O)NCCc1ccccc1
[50] Cc1cc(Nc2ccc(F)cc2)nc(-n2nc(C)cc2C)n1
[51] Cc1coc2c1c(C)cc1oc(=O)c(CC(=O)NCCc3ccc(Cl)cc3)c(C)c12
[52] CN(C)CCNC(=O)c1ccc2c(c1)N(Cc1ccccc1)C(=O)c1ccccc1S2(=O)=O
[53] O=C(Nc1ccc(F)c(Cl)c1)C1CCCN1S(=O)(=O)c1ccc(F)cc1 (configuration not stated)
[54] Fc1ccc2ncc3c(-c4ccccc4)n[nH]c3c2c1
[55] CCN(CC)CCn1c(-c2ccccc2)csc1=Nc1ccccc1
[56] CCCCOc1ccc(S(=O)(=O)N2CCN(c3ccccc3OCC)CC2)cc1

compound no. | 49 | 50 | 51 | 52 | 53 | 54 | 55 | 56
GLP1R cytotox | 1% | -5% | -11% | -1% | 9% | 0% | ? | 1%
GLP-1R inv ag | 17% | -23% | 16% | ? | ? | 10% | ? | 12%
DRD3 agonist | 4 | 7 | 14 | -9 | -22 | 6 | -22 | 6

[57] COc1ccccc1N1CCN(c2nc3c(S(=O)(=O)c4ccc(C)c(C)c4)nnn3c3ccc(Cl)cc23)CC1
[58] Cc1ccc(NC(=O)c2nc(S(C)(=O)=O)ncc2N(Cc2ccccc2)Cc2ccco2)c(C)c1
[59] COc1ccc(S(=O)(=O)NCCc2nnc3ccc(SCC(=O)Nc4ccccc4C)nn23)cc1
[60] Cc1ccc(CCNC(=O)c2ccc3c(=O)n(-c4ccc(C)cc4)c(=O)[nH]c3c2)cc1
[61] COc1ccc(CC(=O)Nc2nc3c(s2)CC(C(C)(C)C)CC3)cc1 (configuration not stated)
[62] COc1ccc(Cl)cc1NC(=O)c1ccc(CN2C(=O)CCn3nc(C)cc32)cc1
[63] CCC(=O)N1CCc2cc(CNC(=O)Cc3ccc(OC)c(OC)c3)ccc21
[64] CCOc1ccc(CNC(=O)C2CCN(c3nnc(-n4c(C)ccc4C)s3)CC2)cc1

compound no. | 57 | 58 | 59 | 60 | 61 | 62 | 63 | 64
GLP1R cytotox | 3% | -1% | 4% | 6% | 5% | -26% | 4% | -6%
GLP-1R inv ag | 9% | -12% | -2% | 2% | ? | 5% | -4% | -7%
DRD3 agonist | -1 | 8 | -3 | 12 | -2 | -2 | -2 | 3

Entries of single compounds from above.
Cc1ccc(NC(=O)c2nc(S(C)(=O)=O)ncc2N(Cc2ccccc2)Cc2ccco2)c(C)c1 across the screens: GLP1R cytotox: -1%; GLP-1R inv ag: -12%; DRD3 agonist: 8
COc1ccccc1N1CCN(c2nc3c(S(=O)(=O)c4ccc(C)c(C)c4)nnn3c3ccc(Cl)cc23)CC1 across the screens: GLP1R cytotox: 3%; GLP-1R inv ag: 9%; DRD3 agonist: -1
COc1ccc(CC(=O)Nc2nc3c(s2)CC(C(C)(C)C)CC3)cc1 (configuration not stated) across the screens: GLP1R cytotox: 5%; GLP-1R inv ag: ?; DRD3 agonist: -2

Next section
[65] CCCN(C(=O)c1cn(C)c(=O)c2cc(OC)c(OC)cc12)c1ccc(CC)cc1
[66] COc1ccccc1NC(=O)CN1C(=O)C(c2ccc(F)cc2)=NC1(C)C
[67] O=C(Nc1ccc2nc(SCC(=O)N3CCCC3)sc2c1)c1ccccc1
[68] CCOC(=O)c1c(-c2ccccc2)oc2ccc(OCc3ccc(C)cc3)cc12
[69] Cc1cc(=O)n(Cc2c(F)cccc2Cl)c2c1c(C)nn2-c1cccc(F)c1
[70] Cc1ccc(-n2ncc3c(N4CCC(Cc5ccccc5)CC4)ncnc32)cc1
[71] COc1ccc2nc(N3CCN(C(=O)C4CC4)CC3)sc2c1
[72] CCc1ccc(C(=O)CC2(O)C(=O)N(CCc3ccccc3)c3ccc(Cl)cc32)cc1 (configuration not stated)

compound no. | 65 | 66 | 67 | 68 | 69 | 70 | 71 | 72
GLP1R cytotox | 10% | -7% | -1% | 15% | -7% | -8% | 0% | ?
GLP-1R inv ag | 22% | -5% | 8% | 1% | -2% | -1% | 17% | ?
DRD3 agonist | 1 | 1 | 2 | 1 | -6 | 9 | 0 | 1

[73] COc1ccccc1-c1noc(-c2ccc(N3CCOCC3)c([N+](=O)[O-])c2)n1
[74] Cc1cccc(NC(=O)c2cnc3sc(N4CCCC4)nn3c2=O)c1C
[75] COC(=O)c1ccccc1NC(=O)C1=C(C)C(=O)OC12CCC(C)CC2 (configuration not stated)
[76] CCOc1ccc(NC(=O)C2CCN(S(=O)(=O)c3c(C)noc3/C=C/c3c(C)cc(C)cc3C)CC2)cc1
[77] COc1ccc(S(=O)(=O)NCC(c2ccco2)S(=O)(=O)c2cccs2)cc1OC (configuration not stated)
[78] CCC(O)c1nc2ccccc2n1Cc1cccc(Cl)c1 (configuration not stated)
[79] CCOC(=O)c1c(C)[nH]c(CCC(=O)NCc2ccc(OC)c(OC)c2)c1C

compound no. | 73 | 74 | 75 | 76 | 77 | 78 | 79
GLP1R cytotox | -3% | -2% | 7% | 2% | 4% | 5% | 0%
GLP-1R inv ag | 30%[activator] | 10% | ? | 6% | 12% | ? | 17%
DRD3 agonist | -19 | 1 | 8 | 8 | 6 | 11 | 9

Not all compounds are listed; rates above refer to the full screens.
